# HMGR II inh: inhibitors of E. faecalis class II HMGR, primary screen, biochemical, Enterococcus faecalis. 0.41% of 190,000 active. HMG-CoA reductase (Enterococcus faecalis, mvaE). purified E. faecalis HMGR, NADPH absorbance 340 nm kinetic. inhibition, % at 10 µM;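 active = inhibition above a set limit, the median over all tested compounds plus 3 SD, cut at about 9.5% in these data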;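 note: enzyme runs in reverse so mevalonate oxidation gives rising NADPH absorbance; 0% = complete reaction with DMSO and 100% = background rate lacking mevalonate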
# G6PDH counter: L. mesenteroides G6PDH inhibitors, counter-screen for G6PDH-coupled screening assays, biochemical, Leuconostoc mesenteroides enzyme. glucose-6-phosphate dehydrogenase [Leuconostoc mesenteroides]. Purified L. mesenteroides G6PDH, diaphorase/resazurin coupled fluorescence, 45 min. inhibition, % at 5 µM. 0.12% of 200,000 active. AID 1020, 2008; in the data active = inhibition above about 50%
# PMI act satM6P: human PMI activators, high substrate, primary screen, biochemical, fluorescence intensity, near-saturating mannose 6-phosphate; Mannose-6-phosphate isomerase (Homo sapiens), P34949; coupled PMI enzyme assay, resazurin fluorescence, 20 min; hits give high values; 1 = untreated enzyme, 0 = substrate-free blank; activation factor at 20 µM; 0.34% of 190,000 active; AID 1216, 2008;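 active = activation factor of 2 or more at 20 µM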
# Target sequence (P34949 whole entry, looked up): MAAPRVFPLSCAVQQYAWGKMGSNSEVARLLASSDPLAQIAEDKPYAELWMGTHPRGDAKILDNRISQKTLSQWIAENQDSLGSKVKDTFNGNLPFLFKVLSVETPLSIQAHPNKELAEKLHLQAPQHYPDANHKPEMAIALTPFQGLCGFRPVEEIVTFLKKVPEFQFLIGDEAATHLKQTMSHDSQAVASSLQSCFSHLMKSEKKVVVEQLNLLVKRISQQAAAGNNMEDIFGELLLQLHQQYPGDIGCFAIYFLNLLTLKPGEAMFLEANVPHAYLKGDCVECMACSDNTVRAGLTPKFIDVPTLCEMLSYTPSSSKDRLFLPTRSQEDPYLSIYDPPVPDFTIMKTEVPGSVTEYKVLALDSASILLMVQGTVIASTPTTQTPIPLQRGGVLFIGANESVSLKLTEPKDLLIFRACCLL
#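 Material: human phosphomannose isomerase with PGI, G6PDH, diaphorase coupling enzymes. Quantity: 15 ng/mL PMI. Medium: HEPES pH 7.4 buffer with MgCl2 and Tween-20. Reagent: Near-saturating mannose-6-phosphate, 1.0 mM. Compound: 20 µM single dose. Times: enzyme reaction with compound 20 min at room temperature. Detection: resorufin fluorescence at Ex 544/Em 590 nm.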
# TNAP inh noacc: human TNAP enzyme inhibitors, primary screen, biochemical, luminescent, no phosphate acceptor, uHTS | Alkaline phosphatase, tissue-nonspecific isozyme (Homo sapiens), P05186 | purified TNAP, CDP-star luminescence, 30 min | inhibition, % at 20 µM | 0.26% of 200,000 active | AID 1012, 2008;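 active = tissue-nonspecific alkaline phosphatase inhibition above about 50% at 20 µM in the single-dose screen, limit read from the data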;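 note: 0% = DMSO negative control and 100% = EDTA positive control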
# FLuc stim CS: FLuc activators, initial screening, artefact control for FLuc-dependent activation tests, biochemical, ATPlite luminescence. ATPlite luciferase biochemical, 10 min; 0 = ATP-free wells, 1 = DMSO control. activation factor at 10 µM. 200,000 tested, under 10 active;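 active = luciferase activation factor, scaled between plate controls, of at least 2 with compound at 10 µM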
# Target sequence (P08659 whole entry, looked up): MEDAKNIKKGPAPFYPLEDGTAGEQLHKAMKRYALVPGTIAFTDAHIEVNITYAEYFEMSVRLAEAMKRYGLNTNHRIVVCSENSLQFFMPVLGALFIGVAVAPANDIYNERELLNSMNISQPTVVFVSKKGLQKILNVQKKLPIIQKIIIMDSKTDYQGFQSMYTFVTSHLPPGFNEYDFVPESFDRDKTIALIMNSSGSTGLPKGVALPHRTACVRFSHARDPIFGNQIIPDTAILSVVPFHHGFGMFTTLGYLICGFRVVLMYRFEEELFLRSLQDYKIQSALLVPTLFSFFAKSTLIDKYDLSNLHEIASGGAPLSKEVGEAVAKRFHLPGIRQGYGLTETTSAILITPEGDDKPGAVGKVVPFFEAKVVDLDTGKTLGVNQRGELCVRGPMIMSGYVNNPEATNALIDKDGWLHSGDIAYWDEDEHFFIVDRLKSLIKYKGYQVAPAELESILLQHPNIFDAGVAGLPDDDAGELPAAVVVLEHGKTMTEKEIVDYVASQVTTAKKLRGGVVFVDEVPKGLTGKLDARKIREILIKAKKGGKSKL
#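 Material: Luciferase/luciferin reagent mix; Doses: test compounds dosed from 2 mM stocks in 100% DMSO; Schedule: 10 min incubation after luciferase reagent addition, room temperature; Measured by: luminescence from luciferase reaction; Read-out: luminescence gain marking luciferase activators.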
# TNAP inh hi DEA: human TNAP enzyme inhibitors, primary screen, biochemical, luminescent, high phosphate acceptor level, uHTS | purified TNAP, CDP-star luminescence, 1 M DEA | AID 1135, 2008 | inhibition, % at 20 µM | 0.03% of 200,000 active;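 active = over 50% inhibition of tissue-nonspecific alkaline phosphatase at 20 µM in the single-dose screen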;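 note: plate controls were DMSO wells for no effect and EDTA-quenched wells as full inhibition for full effect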
# PMI activator: activators of human PMI, primary screen, biochemical, fluorescence intensity, near-Km mannose 6-phosphate; purified human PMI, coupled resazurin fluorescence, 20 min; hits give high values; 1 = vehicle control, 0 substrate-free wells; Mannose-6-phosphate isomerase (Homo sapiens), P34949; activation factor at 20 µM; 0.005% of 190,000 active;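 active = activation factor of 2 or more at 20 µM, relative to plate controls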
# TNAP act hi DEA: TNAP activators at high phosphate acceptor level, primary screen, biochemical, luminescence, uHTS; purified TNAP, CDP-star luminescence, 1 M DEA, 30 min; hits give high values; 0 = EDTA background, 1 = DMSO-only activity; activation factor at 20 µM; AID 1136, 2008; 200,000 tested, under 10 active;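 active = activation factor at least 2 at 20 µM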
#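 Test system – human TNAP · Doses – 20 µM single point · Incubation – 30 min, room temperature · Signal – luminescent substrate turnover signal · Read-out basis – activation factor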
# Diaphorase act: compounds boosting diaphorase resazurin reduction – biochemical, uHTS, resorufin fluorescence, counter-screen for diaphorase-coupled primary assays, primary screen; activation factor at 20 µM; AID 1229, 2008; Diaphorase/resazurin coupled assay, 16 min; hits give high values; 1 = vehicle wells, 0 = NADH-free wells; 0.005% of 190,000 active;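 active = diaphorase activity raised at least twofold by the compound at 20 µM; inactive = activation factor below 2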
#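 Material: Purified diaphorase enzyme from Clostridium kluyveri | Buffer or medium: 50 mM HEPES pH 7.4 with 4.542 mM MgCl2, 0.005% Tween 20 | Times: 16 min enzyme reaction, ambient temperature | Signal: Red resorufin fluorescence at 544/590 nm excitation/emission | Measure: Increased resorufin signal from activators or reducing compounds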
# Diaph inh CS: diaphorase inhibitors and chemical oxidizers, primary screen, counter-screen for diaphorase-coupled primary assays, biochemical, uHTS, resorufin fluorescence. 0.69% of 190,000 active. AID 1217, 2008. inhibition, % at 20 µM. diaphorase resazurin-to-resorufin fluorescence, NADH, 16 min; bacterial (C. kluyveri) enzyme, not human;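 active = primary screen inhibition at 20 µM above a set limit, cut at about 50% in these data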;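 note: plate controls were DMSO with full reaction for no effect and wells lacking NADH for full effect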
#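 Assay system: diaphorase enzyme from Clostridium kluyveri; Input: enzyme working solution with 0.14 U/mL diaphorase; Timing: 16 min at room temperature; Technique: resorufin fluorescence, excitation 544 nm, emission 590 nm; Benchmarks: positive control minus NADH, DMSO neutral control.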
# The depositor's hits bear a star.
# Sample of the layout (3 entries):
SMILES,HMGR II inh,G6PDH counter,PMI act satM6P,TNAP inh noacc,FLuc stim CS,TNAP inh hi DEA,PMI activator,TNAP act hi DEA,Diaphorase act,Diaph inh CS
Cc1ccc(CCC(=O)Nc2ncc(Cc3cccc(Cl)c3Cl)s2)o1,2,11,0.9,-11,1,5,0.9,0.9,0.9,8
O=C(CSc1nc2ccccc2s1)N1c2ccccc2Sc2ccc(C(F)(F)F)cc21,0,2,0.9,-8,1,-5,0.9,1.1,0.8,19
COc1ccc(OC)c(NC2c3ncccc3C(=O)N2Cc2ccco2)c1 (stereo not drawn),-2,7,0.6,-6,1,-3,0.8,1,0.7,25

# The whole of this part, from the first entry:
SMILES,HMGR II inh,G6PDH counter,PMI act satM6P,TNAP inh noacc,FLuc stim CS,TNAP inh hi DEA,PMI activator,TNAP act hi DEA,Diaphorase act,Diaph inh CS
Cc1ccc(CCC(=O)Nc2ncc(Cc3cccc(Cl)c3Cl)s2)o1,2,11,0.9,-11,1,5,0.9,0.9,0.9,8
O=C(CSc1nc2ccccc2s1)N1c2ccccc2Sc2ccc(C(F)(F)F)cc21,0,2,0.9,-8,1,-5,0.9,1.1,0.8,19
COc1ccc(OC)c(NC2c3ncccc3C(=O)N2Cc2ccco2)c1 (stereo not drawn),-2,7,0.6,-6,1,-3,0.8,1,0.7,25
O=C(NC12CCC(O)C(SC1)/C2=N/O)c1ccccc1 (stereo not drawn),-1,-2,1.1,-12,1,-5,1,1.1,1,2
Cc1nnc(SCc2nc3sc4c(c3c(=O)[nH]2)CCCC4)[nH]c1=O,-1,14,0.8,-14,1,-7,0.8,1.1,0.8,15
O=C(O)C1Cc2ccccc2CN1C(=O)CSc1nnc2ccccn12 (stereo not drawn),-2,8,0.8,-3,1,-3,0.9,1,0.9,14
COc1ccc(-n2c(SC3CCOC3=O)nc3ccccc3c2=O)cc1Cl (stereo not drawn),-3,3,0.9,0,1.1,-3,1,1,0.8,23
COc1cccc(-c2cc(C(=O)Nc3cccc(O)c3)no2)c1,0,-2,0.9,-7,0.2,-4,0.9,1,0.8,23
N#Cc1nc(-c2ccc(OCc3ccc(Cl)cc3)cc2)oc1N1CCC(C(N)=O)CC1,-2,0,0.9,-9,1.1,-3,0.9,1,0.7,26
CN1CCN(NC(=O)CN2C(=O)/C(=C/c3ccccc3F)SC2=S)CC1,-7,-11,0.9,26,1,0,0.9,1,0.9,8
Fc1ccc(N2N=C(c3cccs3)CC2c2ccco2)c(F)c1 (stereo not drawn),-3,-8,1,-21,1,-4,1,1,0.9,12
COc1ccc(OCCCNCCc2ccccc2)cc1,0,-4,1,-15,1,-2,1,1,0.9,5
Cc1ccc(OCC(=O)Nc2ccc(S(=O)(=O)Nc3ccccn3)cc2)c(C)c1,-6,-18,1,-5,1.1,-5,1,1,0.8,18
CCOC(=O)C1(Cc2ccc(Cl)cc2)CCN(Cc2cnc(N)nc2)CC1,-4,12,1.1,-3,1,-5,1.1,1,0.9,5
CCCCOc1ccc(C(=O)N/C(=C\c2cccc([N+](=O)[O-])c2)C(=O)OC(C)C)cc1,-3,6,0.9,-8,1.1,0,0.9,1,0.9,15
COc1ccccc1NC(=O)COc1ccc(/C=N/n2cnnc2)cc1OC,-1,3,1,-10,1.1,-5,1,1.1,1,4
CCOc1ccc(NC(=O)CCC(=O)NNC(=O)Nc2ccc(Cl)cc2)cc1,-1,12,1,-7,1,-4,0.9,1,1,4
CCOCCCNC(=O)C(c1ccc(Cl)cc1)N(Cc1ccc2c(c1)OCO2)C(=O)CNC(C)=O (stereo not drawn),4,3,1,-16,1.1,-4,1.1,1,1,-4
CC(C)N(Cc1nc(-c2ccccc2)no1)C(=O)C(C)(C)C,-1,-16,0.9,-12,1,-4,1,1,0.9,6
Cc1cc(OCCn2ccnc2)cc(C(C)C)c1,3,-2,1,3,1,0,0.9,1,0.8,18
COC(=O)c1ccc(OCC(O)CN(CCO)CCO)cc1 (stereo not drawn),0,5,1,-13,1,-10,1,1.1,0.9,14
CC1CC(C)(C)NC(=S)N1CCCC(=O)N1CCN(c2ccc(F)cc2)CC1 (stereo not drawn),-2,-13,1,16,1.1,0,1,1,1,0
O=C(O)C1C2C=CC3(CN(Cc4ccccn4)C(=O)C13)O2 (stereo not drawn),-1,2,1.1,-10,1.1,-5,1,1,1,4
CCOC(=O)N1CCN(CC(O)COc2ccccc2C(C)CC)CC1 (stereo not drawn),-1,7,1,-4,1.1,-1,0.9,1,0.9,10
O=C(NCC1CCCO1)c1cccs1 (stereo not drawn),-6,1,1.1,-15,1.1,-6,1.1,1.1,1,2
COc1cc(/C=N/N=C2/NC(=O)C(CC(=O)O)S2)ccc1OCc1ccc(Cl)cc1 (stereo not drawn),4,-22,1.1,-19,1,-4,1,1,0.9,6
CCCS(=O)(=O)c1c(S(=O)(=O)CCC)c2c(N)cccn2c1C(=O)c1ccc(F)cc1,-1,7,1.8,8,1,4,1.4,1,0.8,24
COc1ccc(-c2nnc3sc(-c4cccs4)nn23)cc1OC,-1,0,1,-7,1,-4,1,1,0.8,16
COc1cccc(CNC23CC4CC(CC(C4)C2)C3)c1OCc1ccccc1,-1,2,0.9,-5,1.1,-4,0.9,1,0.9,8
CCOC(=O)CSc1nnc(CSc2nc3sc4c(c3c(=O)[nH]2)CCC4)n1-c1ccccc1,-2,-2,1,-3,1.1,-6,1,1.1,0.8,24
Cc1cccc(N=C(NO)c2nonc2N)c1,4,2,1,-14,1,-5,1,1.1,1,4
COc1ccc(CNC(=O)CN(c2cccc(OC)c2)S(C)(=O)=O)cc1,-3,1,1,-16,1,-6,1.1,1.1,1,4
Cc1ccccc1Cn1nc(C)c(NC(=O)c2noc3c2CCc2ccccc2-3)c1C,-5,-41,0.8,-9,1.1,0,0.8,1,0.8,19
CCOC(=O)CCSCC(=O)N1N=C(c2cccs2)CC1c1ccc(C)cc1 (stereo not drawn),-1,-7,0.9,-9,1.1,-2,0.8,1,0.8,24
Cn1nc(C(=O)N2CCN(S(=O)(=O)c3ccccc3)CC2)c2ccccc2c1=O,-11,4,1.1,-13,1,-4,1.1,1,1,0
Cc1nc2ccccc2nc(C)c1=NO,-2,14,0.5,0,1,0,0.8,1,0.8,25
COCCNC(=O)c1ccc(CS(=O)(=O)c2ccccc2)o1,-3,4,0.9,-11,1.1,-4,0.9,1,0.8,17
Cc1ccc(C(=O)CSc2nnc(-c3ccccc3)n2-c2ccccc2)o1,-4,-5,0.9,-9,1,0,1,1,0.9,14
CCCCC(=O)Nc1ccc(C(=O)Nc2cc(C(F)(F)F)ccc2Cl)cc1,3,9,0.9,-12,1,4,0.9,1,1,2
CC(=O)Nc1cccc(Oc2ccc3c(c2)C(=O)N(CCC(=O)O)C3=O)c1,0,3,1.1,-6,0.9,-2,0.9,1,1.1,-10
CC1CCN(C(=O)CNC(=O)Cn2ccc3ccccc3c2=O)CC1,-1,-2,1.1,-13,1.1,-6,1.1,1.1,1,-1
Cc1nc(NCCNC(=O)c2ccco2)c2c(C)c(C)sc2n1,-6,-8,0.8,-9,1,-3,0.9,1,0.8,18
Cc1csc(SCC(=O)c2cc(C)n(Cc3cccs3)c2C)n1,3,1,1,-6,0.1,-3,1,1,0.9,13
Cc1cc2ncc(S(=O)(=O)C(C)(C)C)c(N)n2n1,4,2,0.9,-12,1.1,-3,1,1,0.9,10
O=C(Cn1cccc1C(=O)c1ccccc1)NCCC1=CCCCC1,0,6,1.1,-8,1.1,-5,1.1,1.1,1.1,-14
C#CC[N+](C)(C)CCCCCCCCC,2,16,1.2,-7,1,-7,1.1,1.1,1.1,-11
CCOC(=O)C1CCN(C(=O)c2cc3cc(Br)ccc3oc2=O)CC1,-1,6,1.1,7,1.1,-1,1,1,1,2
CC(C(=O)NC1CCCc2ccccc21)N1CCN(Cc2ccc3c(c2)OCO3)CC1 (stereo not drawn),-8,10,1,-9,1,-3,0.9,1,1,4
Cc1sc2nc(CSc3nnnn3-c3ccc(Cl)cc3)[nH]c(=O)c2c1C,-1,-16,0.9,-14,1,13,1,0.9,0.9,5
O=[N+]([O-])c1cccnc1N1CCC(c2cc(-c3ccc(Cl)cc3)n[nH]2)CC1,0,2,0.9,50*,1,3,0.9,1,0.8,18
C[N+](C)(CC#Cc1ccccc1)CC(=O)c1ccccc1,-1,8,1.1,-7,1,3,1,1,1,2
COc1cc(/C=C/C(=O)O)ccc1OCc1ccc([N+](=O)[O-])cc1,-3,0,1,-13,1,-4,1,1,1,3
Cc1cccn2cc(CNc3ccccc3)nc12,1,6,1,-7,1,0,0.9,1,1,-1
COc1ccc(CNC(=O)COC(=O)c2ccc(OCc3c(C)noc3C)cc2)cc1OC,-1,6,0.9,-12,1,-4,0.9,1,0.8,20
O=C(Cc1ccc(-n2cccc2)cc1)N1CCc2ccccc21,-3,7,1.1,-10,1,-3,1.1,1,1.1,-6
C/C(=N\NC(=O)c1cccc(C)c1)c1cccc(NC(=O)c2ccco2)c1,4,2,0.9,-10,0.8,-5,0.9,1,0.9,13
CCOc1cc(C(c2c(C)[nH][nH]c2=O)c2c(C)[nH][nH]c2=O)ccc1O,5,-11,0.5,36,1,41,0.7,0.6,0.8,21
CCOC(=O)c1cc2sccc2n1CC(=O)O,-4,6,0.9,-14,1,-4,0.9,1,0.8,17

# Outcome played no part in choosing rows, and some 1.7% of all compounds hit somewhere here.
